# BL2 CD40 inh: CD40 pathway inhibition in BL2 cells | 0.94% of 83,000 active | AID 1053188 | BL2 NF-kB luciferase reporter, CD40L-induced, 4 h | inhibition, % at 10 µM;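 active = mean inhibition of at least 50% with a set share of replicates also reaching that level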;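 note: 0% = neutral control wells and 100% = IKK inhibitor VII at 50 µM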
# * hit, by the source's call; & = joins results of further samples; ! = a repeat was not active; [ ] = remark or other dose.
SMILES | BL2 CD40 inh
CC1(c2ccc(Cl)cc2Cl)NC(=O)N(CC(=O)Nc2ccc3[nH]c(=O)[nH]c3c2)C1=O (stereo unspecified) | -4.8
CCOC(=O)c1c2ccc(OCC(=O)NN)cc2n2ccccc12 | 4.7
O=C(Nc1ccccc1)c1csc(-c2ccccc2)n1 | -35.1
CCCCOP(=O)(OCCCC)C1(C)CC(=O)CC(C)(C)C1 (stereo unspecified) | -3.9
O=C(NNc1ccccc1)C(=O)NNc1ccccc1 | -5.3
Cc1ccc(NC(=O)c2cccnc2C(=O)Nc2ccc(C)cc2)cc1 | -9.1
CC(C)C[C@@H]1NC(=O)N(CCN2CCOCC2)C1=O | 1.1
O=C(N/N=C(/CC(=O)c1cccs1)C(F)(F)F)c1ccc(O)cc1 | 2.6
O=C(O)CCCNS(=O)(=O)c1ccc2ccccc2c1 | 6.6
Cc1occc1C(=O)Nc1nnc(-c2ccncc2)s1 | -26.9
CSCCC(NC(=O)c1cccc(S(=O)(=O)N2CCOCC2)c1)c1nc2ccccc2[nH]1 (stereo unspecified) | -3.6
C[C@@H]1CN([C@@H](C)CO)C(=O)Cc2cc(NC(=O)Cn3cnnn3)ccc2O[C@H]1CN(C)C(=O)Nc1ccc(C(F)(F)F)cc1 | -1.2[25 µM]
CC(C)N(CCNS(=O)(=O)c1ccc(Cl)cc1)C(C)C | 41.1
O=c1cc(O)nc(SCc2ccccc2)n1-c1ccccc1 | 7.7
CN(C)CC(=O)N1[C@@H](C#N)[C@H](c2ccc(C#CC3CCCCC3)cc2)[C@@H]1CO | -3.2[25 µM]

# Retrieved by compound from above (two):
SMILES | BL2 CD40 inh
CC(C)N(CCNS(=O)(=O)c1ccc(Cl)cc1)C(C)C | 41.1
CCOC(=O)c1c2ccc(OCC(=O)NN)cc2n2ccccc12 | 4.7

# (list continues)
SMILES | BL2 CD40 inh
CCN(CC(=O)NCc1cccs1)C(=O)c1cccc(S(=O)(=O)Nc2ccc(OC)cc2)c1 | 8.5
CCOc1ccc(CCNC(=O)COC(=O)CCc2cc(OC)c(OC)c(OC)c2)cc1OCC | -2.9
COCCN(CCOC)C(=O)C1CCN(c2ccc(S(=O)(=O)N3CCOCC3)cc2[N+](=O)[O-])CC1 | 9.3
CCOc1ccc(OCC(=O)Nc2ccccc2N2CCCC2)cc1 | -11.7
Clc1ccc2c(NCc3ccccn3)ccnc2c1 | 3.4
CC1CCCN(C(=O)CN(c2ccccc2)S(=O)(=O)c2ccc(F)cc2)C1 (stereo unspecified) | 6.1
c1ccc(CCCc2nc(-c3ccccn3)no2)cc1 | -75.3
O=C1[C@@H]2CSCN2C(=O)CN1Cc1ccc(F)cc1 | -0.7
C[C@@H]1CN([C@@H](C)CO)C(=O)c2cc(NS(=O)(=O)c3cccs3)ccc2O[C@@H]1CN(C)Cc1ccc(C(=O)O)cc1 | 1.8[25 µM]
CCS(=O)(=O)Nc1ccc2c(c1)C(=O)N(C)[C@@H]1CC[C@H](CC(=O)NCc3ccccc3F)O[C@@H]1CO2 | 5.8[25 µM]
CC(C)(C)c1csc(NC2=NS(=O)(=O)c3ccccc32)n1 | -71.7
Cc1nnn(-c2nonc2N)c1C(=O)NNC(=O)c1ccc(Cl)c(Cl)c1 | -0.3
CCS(=O)(=O)N1CC2(C1)CN(S(=O)(=O)c1cccc(OC)c1)[C@H](CO)c1[nH]c3cc(OC)ccc3c12 | -3.0[25 µM]
Cc1cc(-c2ccccc2)nc2cc(C(=O)NCCCn3ccnc3)nn12 | 6.6
N#CCc1nc2c3c4c(sc3ncn2n1)CCCC4 | -0.7

# (further entries)
SMILES | BL2 CD40 inh
O=C(CN1C(=O)NC(Cc2ccccc2)C1=O)Nc1ccccc1OC(F)F (stereo unspecified) | -0.4
COc1cc(C(=O)NCCC(C)C)c([N+](=O)[O-])cc1OC | 7.2
N#C[C@H]1[C@H](c2ccccc2)[C@@H](CO)N1C(=O)Cc1ccccn1 | 1.2
COc1cc(C(=O)OCC(=O)c2cc(C)n(C)c2C)cc(NC(=O)c2ccco2)c1OC | -2.7
CN(C)CC(=O)N1CC2(C1)[C@@H](c1ccccc1)[C@H](CO)N2C(=O)C1CC1 | -8.9[25 µM]
CC(C)[N+]1(C)C2CCC1CC(OC(=O)C(CO)c1ccccc1)C2 (stereo unspecified) | -8.1[25 µM]
CNc1cc(CS(=O)c2ccccc2)nc(-c2ccccc2)n1 (stereo unspecified) | 0.1
CCOC(=O)c1c[nH]c2c(C)cc(C)cc2c1=O | 6.5
CCOc1ccc(NS(=O)(=O)c2ccc(C(=O)NCC(c3ccco3)N3CCCC3)cc2)cc1 (stereo unspecified) | -10.1
CC(C)C#Cc1ccc([C@@H]2[C@H](CO)N3C(=O)CN(C(=O)Cc4ccccc4)C[C@@H]23)cc1 | 7.0[25 µM]
COc1ccc2c3c([nH]c2c1)[C@H](CO)N(C(C)=O)CC31CN(C(=O)CN2CCOCC2)C1 | 1.1[25 µM]
CC(C)CCN1CC(C(=O)NCc2ccccc2)CC1=O (stereo unspecified) | -7.7
O=C(O)c1cc(-c2ccc(/C=N/N3C(=O)C4C5C=CC(CC5)C4C3=O)o2)ccc1Cl (stereo unspecified) | -3.7
CC(=O)c1ccc(NC(=O)C(C)OC(=O)C2CCN(c3ccc(C(F)(F)F)cn3)CC2)cc1 (stereo unspecified) | 1.6
COc1ccc(NC(=O)NCCCN2CCC(Cc3ccccc3)CC2)cc1 | 5.2

# A portion from further up, for reference:
SMILES | BL2 CD40 inh
O=C(CN1C(=O)NC(Cc2ccccc2)C1=O)Nc1ccccc1OC(F)F (stereo unspecified) | -0.4
COc1cc(C(=O)NCCC(C)C)c([N+](=O)[O-])cc1OC | 7.2
N#C[C@H]1[C@H](c2ccccc2)[C@@H](CO)N1C(=O)Cc1ccccn1 | 1.2

# (more compounds)
SMILES | BL2 CD40 inh
C[C@@H]1CN([C@@H](C)CO)C(=O)c2cccc(NC(=O)c3ccncc3)c2O[C@@H]1CN(C)Cc1ccc2c(c1)OCO2 | -1.2[25 µM]
O=C(NCCc1ccc2c(c1)OCCO2)c1ccccn1 | -20.1
Fc1ccc(CN2[C@@H]3CNC[C@H]2C3c2ccc(-c3ccncc3)cc2)cc1 (stereo partly specified) | 4.5&4.2[25 µM]
C[C@H](NC(=O)N(C)C[C@H]1OCc2ccccc2-c2c(n(C)c3ccccc23)C(=O)N([C@@H](C)CO)C[C@H]1C)c1ccccc1 | 7.1
COC(=O)CNC(=O)c1cccc(F)c1 | 3.0
CC(c1ccccc1)C(OC(=O)c1cccc([N+](=O)[O-])c1C(=O)O)c1ccccc1 (stereo unspecified) | 0.9
Cc1nn(-c2ccccc2)c(C)c1C(=O)OC(C)C(=O)NC1CCCCC1 (stereo unspecified) | 21.0
Cc1ccc(S(=O)(=O)N(C)C[C@H]2OCc3ccccc3-c3c(n(C)c4ccccc34)C(=O)N([C@@H](C)CO)C[C@@H]2C)cc1 | 4.5
C[C@H]1CN([C@@H](C)CO)C(=O)c2cc(C#CCc3ccccc3)cnc2O[C@@H]1CN(C)C(=O)C1CCOCC1 | 24.0[25 µM]
CCCc1[nH]nc2c1C1(C(=O)N(CC)c3ccccc31)C(C#N)=C(N)O2 (stereo unspecified) | 2.3
COc1ccc(N(C)S(=O)(=O)c2cccc(C(=O)NC3CCCCCC3)c2)cc1 | 6.5
O=C(N[C@H]1CC[C@H](CCn2cc(C3(O)CCCC3)nn2)O[C@H]1CO)C1CCCC1 | -3.1
COc1ccc(CNC(=O)CSc2nnc(C(F)(F)F)n2C)cc1 | 2.3
S=C(Nc1ccc2c(c1)OCCO2)Nc1ccc2c(c1)OCO2 | -69.8
O=C(COc1ccc(S(=O)(=O)N2CCCC2)cc1)NCCC1=CCCCC1 | 7.9

# (further entries)
SMILES | BL2 CD40 inh
COc1ccc(-c2ccc(-c3noc(-c4ccco4)n3)c(OC)n2)cc1 | -21.2
CC1(C)CNC(=O)CC(C)(C)N1 | 0.4
CCOC(=O)C1CCN(C(=O)Nc2ccc3nccnc3c2)CC1 | -19.2
CC(C)NC(=O)N1C[C@@H]2[C@H](c3ccccc31)[C@H](CO)N2C(=O)C1CCCC1 | 8.8[25 µM]
Cc1nc2ccc(C(=O)O)cc2c2c1CC(C)S2 (stereo unspecified) | 2.0
CC(C)OCCCNC(=O)c1ccc(N(C)S(C)(=O)=O)cc1 | 3.9
CCOc1ccccc1OCCCC(=O)Nc1cccc(-n2cnnn2)c1C | 5.0
N#C[C@H]1[C@@H](c2ccc(C#CC3CCCCC3)cc2)[C@H](CO)N1C(=O)Cc1ccccn1 | 0.0
CCN(CC(=O)NCc1ccc(F)cc1)CC(=O)NC1CCCC1 | 5.5
CCN(C(=O)CSc1nnc(C)c(=O)[nH]1)c1cccc2ccccc12 | 15.2
Cc1ccc(-c2nc(COC(=O)C3=NN(c4ccccc4)C(=O)CC3)cs2)cc1 | -20.0
Cc1ccc(S(=O)(=O)N2CCN(S(=O)(=O)c3c(C)n[nH]c3C)CC2)cc1C | 0.9
O=C(Nc1ccccc1)OCC1CCCN2CCCCC12 (stereo unspecified) | -23.2
CCOc1ccccc1NC(=O)C(NCC1CCCCC1)c1ccccc1 (stereo unspecified) | 8.8
COc1cccc(-c2ccc(C3[C@@H]4CN(Cc5cccc(F)c5)C[C@H]3N4)cc2)c1 (stereo partly specified) | 60.3*!

# Next part:
SMILES | BL2 CD40 inh
O=C(c1cc(-c2ccc(O)cc2)on1)N1CCCCCC1 | -44.5
CN(CC(=O)Nc1cccc(F)c1)C(=O)c1ccc(N2CCOCC2)c([N+](=O)[O-])c1 | 5.3
COc1cccc(-c2ccc([C@@H]3[C@H](CO)N4CCCCN(Cc5cncnc5)C[C@@H]34)cc2)c1 | -17.3[25 µM]
CO[C@H]1CN(C)C(=O)c2ccc(NC(=O)NC(C)C)cc2OC[C@H](C)N(Cc2ccc(-c3ccccn3)cc2)C[C@@H]1C | 9.6[25 µM]
c1ccc2c(c1)nc(N1CCCCCC1)c1nncn12 | 10.0
Cc1cc(OCC(=O)NNC(=O)c2cccc(F)c2)ccc1Cl | 3.8
O=C1CCCN1c1ccc(S(=O)(=O)NCCOc2ccccc2)cc1 | 3.0
COc1cc(NC(=O)CNc2ccc(Cl)c(S(=O)(=O)N3CCOCC3)c2)cc(OC)c1 | 13.5
CCN(CC)CCNc1ccc(Cl)cc1[N+](=O)[O-] | 0.0
COc1ccc(OC)c(/C=N/NC(=O)CCc2c(C)n[nH]c2C)c1 | 2.7
CN(CC(=O)Nc1cccc(F)c1)C(=O)c1ccc2c(c1)NC(=O)CS2 | 6.7
Cc1ccc(C)c(S(=O)(=O)N2CCN(C(=O)[C@H](Cc3ccccc3)NC(=O)c3ccco3)CC2)c1 | 7.8
O=C(COc1ccccc1)Nc1sc2c(c1C(=O)NCc1cccnc1)CCCC2 | -21.9
N#CCO/N=C/C(=O)Nc1ccc(F)cc1F | -2.2
Cc1cc(C)cc(NC(=S)NC2CC3CCCC(C2)N3CC(C)C)c1 (stereo unspecified) | 14.2

# Continued.
SMILES | BL2 CD40 inh
CCOC(=O)c1c(C)[nH]c(C(=O)COC(=O)c2ccco2)c1C | -70.8
CCOc1ccc(Cc2nnc(SCC(=O)Nc3ccc(C(C)=O)cc3)[nH]c2=O)cc1 | 0.4
COc1ccc2c3c(n(C)c2c1)[C@@H](CO)N(C(=O)C1CCOCC1)CC31CN(C)C1 | 10.4[25 µM]
COC(=O)C1CCN(C(=O)COC(=O)c2cc(S(=O)(=O)N3CCOCC3)ccc2C)CC1 | 5.5
Cc1ccc(-c2cc(C(F)(F)F)n3nc(C(=O)Nc4ccon4)cc3n2)cc1C | 7.0
COc1ccc(NC(=O)Nc2cccc3c2O[C@H](CN(C)C(=O)NC2CCCCC2)[C@@H](C)CN([C@H](C)CO)C3=O)cc1 | -13.5[25 µM]
Cc1ccc(-c2nc3cc(NS(=O)(=O)c4ccc(C)cc4)ccc3o2)cc1 | -1.6
NC(=O)C1Cc2ccccc2CN1S(=O)(=O)c1cccs1 (stereo unspecified) | 6.9
COc1ccc(S(=O)(=O)NCC(=O)Nc2cccc(C)c2C)cc1OC | 1.7
C[C@@H]1CN([C@@H](C)CO)C(=O)CCCn2cc(nn2)CO[C@@H]1CN(C)S(=O)(=O)c1cccs1 | -1.4[25 µM]
CCS(=O)(=O)Nc1ccc2c(c1)C(=O)N(C)[C@H]1CC[C@@H](CC(=O)N3CCN(C)CC3)O[C@H]1CO2 | 3.3[25 µM]
NCCc1cnc[nH]1 | 8.8&-9.8
COCC(C)NC(=O)c1ccccc1[N+](=O)[O-] (stereo unspecified) | 4.0
CCCOC(=O)C[N+](C)(C)CCOC1CC2CCC1(C)C2(C)C (stereo unspecified) | 15.4
Cc1c(Cl)ccc2c(C(N)=O)cc(-c3ccccn3)nc12 | 0.7

# Following part.
SMILES | BL2 CD40 inh
Cn1c(=O)c2c(nc(SCCN3CCCCC3)n2Cc2ccccc2)n(C)c1=O | -5.3
COc1ccc(S(=O)(=O)N2C[C@@H](O)COC[C@@H]3O[C@H](CC(=O)N[C@H]4CCN(Cc5ccccc5)C4)CC[C@H]32)cc1 | 2.1[25 µM]
CCOC(=O)c1c(C)n(C)c2ccc(OC)c(NC(=O)c3cccs3)c12 | 2.2
CN(CC(=O)NC(=O)NCc1ccccc1)CC(=O)Nc1ccc(Cl)c(Cl)c1 | 17.0
O=C(NC1CCCc2ccccc21)c1ccccn1 (stereo unspecified) | 1.7
O=C(Cn1cnc2ccccc2c1=O)N(Cc1ccco1)c1ccc(O)cc1 | -2.6
CNC[C@H]1[C@@H](c2ccc(C#CCC3CCCC3)cc2)[C@@H](CO)N1C(=O)C1CCC1 | 0.7[25 µM]
Cc1ccc(C(=O)OCC(=O)c2ccc(Br)cc2)cc1S(=O)(=O)N1CCOCC1 | -2.8
COc1ccc(C#Cc2ccc3c(c2)O[C@@H](CN(C)C(=O)CN2CCOCC2)[C@H](C)CN([C@H](C)CO)S3(=O)=O)cc1 | 4.9[25 µM]
Cc1ccc(S(=O)(=O)NCCSCc2ccco2)cc1 | -1.7
O=C(c1cccnc1)N1CCC(Oc2ccc(C(=O)N3CCCC(O)C3)cc2)CC1 (stereo unspecified) | 3.5

# This is a subset; count on the stated rates, not on these rows.
